# M. tuberculosis = growth inhibition of non-replicating M. tuberculosis (AID 488890); Mycobacterium tuberculosis non-replicating, growth inhibition; higher % means a stronger effect; one-dose inhibition, % at 25 µM; IC50 in µM for titrated hits; actives 0.39% (n = 320,000); in the data active means a potency from the dose series; inconclusive means inhibition mostly from about 82% at the one dose, without a potency; inactive means the rest, 99 in 100 with inhibition below about 76%;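 further: plate controls were DMSO cells for no effect and high antibiotic wells for full effect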
# H1N1 NS1A inhibition = H1N1 influenza NS1A inhibitors, functional cell based assay (AID 504329); NS1A functional cell-based assay, percent inhibition; higher % means a stronger effect; one-dose inhibition, % at 12.5 µM; IC50 in µM for titrated hits; actives 0.3% (n = 340,000); in the data active means a potency from the dose series; inconclusive means inhibition above about 27% without an active follow-up result; further: strong numbers were not always called active
# M. tuberculosis HTS = M. tuberculosis growth inhibition, HTS (AID 449762); M. tuberculosis H37Rv growth inhibition, 7H9 media; higher % means a stronger effect; inhibition, % at 25 µM, or IC50 in µM where a hit was titrated; actives 0.59% (n = 330,000); in the data active means a potency from the dose series; inconclusive means inhibition above about 70% without an active follow-up result;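 further: bacterial growth assessed after seven days of incubation; strong numbers were not always called active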
# Salmonella PhoP GFP = PhoP regulon inhibitors, Salmonella typhi PhoP promoter GFP reporter, confirmatory (AID 1850); actives 0.33% (n = 310,000); Salmonella Typhi PhoP-promoter GFP reporter, fluorescence, 4 h; higher % means a stronger effect; one-dose inhibition, % at 50 µM; IC50 in µM for titrated hits; in the data active means a potency from the dose series; inconclusive means inhibition mostly from about 25% at the one dose, without a potency; inactive means the rest, 99 in 100 with inhibition below about 19%;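 further: 0% = induced wells with vehicle and 100% = uninduced wells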
# VEEV TC-83 Vero = inhibitors of VEEV TC-83 cytopathic effect, confirmation, Vero cells (AID 588727) | actives 0.13% (n = 350,000) | inhibition, % at 20 µM, or IC50 in µM where a hit was titrated | Vero cells, VEEV TC-83 cytopathic effect inhibition; higher % means a stronger effect; in the data active means a potency from the dose series; inconclusive means inhibition mostly from about 14% at the one dose, without a potency; inactive means the rest, 99 in 100 with inhibition below about 12%; further: strong numbers were not always called active
# Numbers without * were called inactive; i = inactive; ? = inconclusive; nt = not tested or not shown.
No.	smiles	M. tuberculosis	H1N1 NS1A inhibition	M. tuberculosis HTS	Salmonella PhoP GFP	VEEV TC-83 Vero
1	O=C(O)CCc1ccc(-c2ccc(Br)cc2)n1Cc1ccco1	35%	-9%	29%	-6%	0.5%
2	CCN(CC)c1ccc(NS(=O)(=O)c2ccc(-c3ccc(=O)[nH]n3)o2)c(C)c1	16%	9%	12%	-23%	3.0%
3	O=C(CCC(=O)Nc1ccc(F)cc1)N/N=C/c1ccc(Br)cc1	7%	-9%	?	-3%	i
4	C=CCNC(=O)/C(=C/c1ccc(Br)cc1)NC(=O)c1ccccc1OC	7%	7%	1%	0%	0.6%
5	Cc1ccc2cccc(Oc3nnnn3-c3ccccc3)c2n1	31%	1%	51%	-3%	3.2%
6	C[C@H](CO)N1C[C@H](C)[C@@H](CN(C)Cc2ccc(-c3ccccc3)cc2)Oc2c(NS(=O)(=O)c3ccc(F)cc3)cccc2C1=O	30%	-3%	-2%	nt	4.2%
7	Cc1c(C(=O)Nc2ccccc2)oc2c1C(=O)CC(C)(C)C2	31%	-2%	-2%	3%	i
8	COc1ccc(NC(=O)CCN2C(=O)NC3(CCCC3)C2=O)cc1Cl	6%	4%	64%	nt	1.2%
9	CCOC(=O)Cn1c(=N)n(CCOc2ccc3ccccc3c2)c2ccccc21	31%	5%	-12%	53µM*	3.1%
10	Cc1cc(Cn2nnc(-c3ccc(Br)cc3)n2)cc(C)c1O	2%	-1%	-7%	nt	1.8%
11	CCC(C)[C@H](NC(=O)C1CC(=O)N(c2ccc3c(c2)OCO3)C1)C(=O)NC1CCCCC1 (stereo partly specified)	3%	3%	3%	7%	i
12	Cn1sc(NC(=O)c2cccc(Cl)c2)nc1=O	31%	-14%	7%	-5%	i
13	Fc1ccc(CNC(=S)NCc2ccc(F)cc2)cc1	?	11%	-2%	0%	1.1%
14	Cc1ccc(SCC(=O)NC(=O)Nc2ccc3c(c2)OCCO3)c(C)c1	-3%	-7%	0%	-5%	1.0%
15	CCc1nc(SCc2ccccc2)n[nH]1	18%	2%	5%	-6%	0.1%
16	CCCc1nc2ccccc2c(=O)n1NC(=O)c1c(O)c2ccccc2[nH]c1=O	47%	-3%	13%	-4%	1.3%
17	NC1=NC(c2ccc([N+](=O)[O-])cc2)N(c2ccc(F)cc2)C(N)=N1 (stereo unspecified)	2%	-17%	2%	11%	i
18	CC(C)[C@H](NC(=O)[C@@H]1CSC2c3ccccc3C(=O)N21)C(=O)N1CCCCC1 (stereo partly specified)	-3%	-5%	-3%	4%	0.7%
19	COc1ccc(C2SCCN2C(=S)Nc2cccc(Cl)c2)cc1 (stereo unspecified)	21%	-4%	10%	-12%	5.2%
20	CC(OC(=O)c1ccc2ncsc2c1)C(=O)Nc1cccc(Cl)c1 (stereo unspecified)	14%	-5%	-8%	nt	4.2%
21	Cc1ccnc(NC(=O)c2ccc3c(c2)C(=O)N(CC(C)C)C3=O)c1	34%	-2%	2%	-1%	1.4%
22	CC(C)NC(=O)CN(Cc1ccc(F)cc1)C(=O)CCC(=O)Nc1ccccn1	-7%	-4%	-5%	7%	2.0%
23	COc1ccc(C2(C)NC(=O)N(CC(=O)Nc3ccc(-c4nc5ccc(C)cc5s4)cc3)C2=O)cc1 (stereo unspecified)	0%	nt	?	-2%	6.7%
24	Cn1cc(C(=O)NC2CC2)c2ccccc21	-12%	-7%	-3%	13%	2.5%
25	C[C@H](C(=O)O)c1cccc(C(=O)c2ccccc2)c1	-8%	9%	-2%	-16%	1.4%

# Part of the list above, with one line to a screen:
[13] Fc1ccc(CNC(=S)NCc2ccc(F)cc2)cc1
[14] Cc1ccc(SCC(=O)NC(=O)Nc2ccc3c(c2)OCCO3)c(C)c1
[15] CCc1nc(SCc2ccccc2)n[nH]1
[16] CCCc1nc2ccccc2c(=O)n1NC(=O)c1c(O)c2ccccc2[nH]c1=O

assay / entry	13	14	15	16
M. tuberculosis	?	-3%	18%	47%
H1N1 NS1A inhibition	11%	-7%	2%	-3%
M. tuberculosis HTS	-2%	0%	5%	13%
Salmonella PhoP GFP	0%	-5%	-6%	-4%
VEEV TC-83 Vero	1.1%	1.0%	0.1%	1.3%

# Carrying on:
No.	smiles	M. tuberculosis	H1N1 NS1A inhibition	M. tuberculosis HTS	Salmonella PhoP GFP	VEEV TC-83 Vero
26	CCCCNC(=O)c1onc(CSc2ccc(F)c(F)c2)c1C(=O)NCCCC	-17%	-2%	2%	5%	1.7%
27	CCCc1c(C(=O)NNc2ccc(C)cc2)cnn1-c1ccccc1	?	5%	?	-21%	2.4%
28	NC(=S)NN=C1CCC(C2CCCCC2)CC1 (stereo unspecified)	nt	1%	nt	nt	i
29	CCOc1ccccc1N(CC(=O)NCCSc1ccccc1)S(C)(=O)=O	-9%	-1%	-2%	0%	7.6%
30	COc1cc(C(=O)Nc2cc(S(C)(=O)=O)ccc2Cl)ccc1OCC(=O)N1CCOCC1	2%	9%	-3%	nt	5.4%
31	Cc1ccc(S(=O)(=O)N2CCN(C(=O)COC(=O)c3ccc(Br)o3)CC2)c(C)c1	54%	-2%	3%	-4%	1.9%
32	COCCCN1C(=O)/C(=C\c2ccc3c(c2)OCO3)C(C(=O)OC)=C1C	11%	6%	-1%	-1%	1.7%
33	Cc1cccnc1CN1CCN(Cc2nc(Cc3cccc(F)c3)no2)CC1	20%	15%	-4%	15%	?
34	O=[N+]([O-])c1cc(C(F)(F)F)c(Cl)cc1N1CCN(CCO)CC1	0%	6%	-5%	-2%	0.3%
35	Cc1cc(C)cc(NC(=O)C(OC(=O)c2ccc(NC(=O)CC#N)cc2)c2ccccc2)c1 (stereo unspecified)	11%	-14%	1%	-3%	1.4%
36	Cc1c(NC(=O)CSc2ccccc2F)c(=O)n(-c2ccccc2)n1C	3%	1%	0%	2%	0.6%
37	C#CCOCCOCCOCCNc1nc(N2CCN(C(=O)[C@H](CCCCN)n3cc(CCC(=O)O)nn3)CC2)nc(N2CCN(C(=O)[C@H](Cc3ccc(O)cc3)n3cc(CCO)nn3)CC2)n1	nt	0%	nt	nt	0.2%
38	O=C(CCN1CCOCC1)NNC(=O)Nc1cccc([N+](=O)[O-])c1	1%	10%	5%	-4%	i
39	O=C(NNC(=S)Nc1ccc(C(=O)O)c(O)c1)c1ccncc1	nt	6%	nt	nt	1.1%
40	O=C(NC1=NCCS1)c1cccc2ccccc12	11%	4%	-2%	30%	i
41	CC1Cn2c(COc3ccccc3)nnc2S1 (stereo unspecified)	4%	2%	-6%	-20%	0.7%
42	Cc1ccccc1NC(=O)CN1C(=O)CSc2ccc(S(=O)(=O)N3CCCCC3)cc21	-1%	1%	4%	3%	0.9%
43	COc1ccc(C(CNC(=O)C(C)Oc2ccc(Br)cc2)N2CCCCC2)cc1 (stereo unspecified)	33%	-5%	-3%	nt	2.0%
44	COC(=O)CC1COc2ccccc2N1C(=O)c1ccc(Br)cc1 (stereo unspecified)	5%	-2%	-1%	-10%	i
45	COc1ccc(-c2csc(COC(=O)C(C)(C)C)n2)cc1	9%	-25%	-1%	0%	0.2%
46	C=CCNC(=O)C(=O)N/N=C/c1cccc(Br)c1	-17%	8%	1%	-4%	0.3%
47	Cc1ccccc1NC(=O)Cc1nc(COC(=O)c2ncc(Cl)c(Cl)c2Cl)cs1	nt	-4%	nt	nt	5.5%
48	CCn1c(SCc2c(Cl)cccc2Cl)nnc1-c1nn(-c2ccccc2)ccc1=O	48%	-1%	-7%	1%	2.6%
49	Cc1cc(OC(=O)c2cccc(C(F)(F)F)c2)c([N+](=O)[O-])c(=O)[nH]1	1%	3%	-8%	-9%	5.6%
50	O=C(C1CCCCC1)N1CCN(C(=O)C2CCCCC2)CC1	-8%	2%	-2%	-8%	i

# More compounds follow.
No.	smiles	M. tuberculosis	H1N1 NS1A inhibition	M. tuberculosis HTS	Salmonella PhoP GFP	VEEV TC-83 Vero
51	CC(C)(C)C(=O)Cn1ncc(N2CCCC2)c(Br)c1=O	1%	-1%	-11%	-7%	0.5%
52	Cc1ccc(S(=O)(=O)N2CCOCC2)cc1NC(=O)COC(=O)CNC(=O)c1ccc(Cl)cc1Cl	-4%	-1%	-8%	-1%	5.4%
53	CCOc1nc(NCCO)nc(Nc2ccc([N+](=O)[O-])cc2)n1	17%	5%	-4%	-2%	0.8%
54	O=C(O)/C=C/C(=O)Nc1nccs1	0%	2%	-3%	11%	1.6%
55	COc1ccc(C2Nc3ccc(Br)cc3C(c3ccccc3)N2CC(=O)O)cc1 (stereo unspecified)	30%	-3%	-6%	8%	0.6%
56	c1ccc(-c2csc(Nc3ccc4c(c3)OCCO4)n2)cc1	-2%	-4%	-10%	0%	0.9%
57	Cc1cnc(C(=O)OCC(=O)Nc2ccc(Br)c(C)c2)cn1	6%	-15%	-1%	nt	3.9%
58	Cc1cc(OCC(=O)N(Cc2ccco2)C2CCS(=O)(=O)C2)cc(C)c1Cl (stereo unspecified)	1%	nt	-4%	10%	8.0%
59	CCN(CC)CCOC(=O)c1ccc(N/C=C(/C#N)c2nc(-c3cc4ccccc4oc3=O)cs2)cc1	10%	5%	9%	10%	i
60	CCOC(=O)c1c(C)oc2c1c(C=NCc1ccccn1)c(O)c1ccccc12	nt	7%	nt	nt	2.2%
61	COc1ccc2c(c1)c(C(=O)CN1CCc3ccccc3C1)c(C)n2C	58%	25%	50%	-4%	5.5%
62	CCOP(=O)(OCC)C(O)c1ccc(Br)cc1 (stereo unspecified)	-10%	1%	4%	1%	i
63	CCOc1ccc(N(CC(=O)NCc2ccco2)S(C)(=O)=O)cc1	-2%	-4%	-11%	3%	1.5%
64	CCn1c(COc2ccc(C)cc2)nnc1SCC(=O)Nc1ccc(S(N)(=O)=O)cc1	37%	5%	3%	4%	0.5%
65	CN1C(N)=NC(=O)/C1=C/c1ccccc1F	8%	-1%	3%	-3%	0.2%
66	COc1ccc(-c2csc(NC(=O)Nc3ccccc3)n2)cc1	-9%	-11%	1%	5%	0.5%
67	CCCCn1c(N)c(N(CC(C)C)C(=O)C2CCN(C(=O)c3ccc(Cl)cc3)CC2)c(=O)[nH]c1=O	-5%	-1%	-10%	3%	0.2%
68	COC(=O)c1[nH]c2ccccc2c1NC(=O)CN1CC(C)OC(C)C1 (stereo unspecified)	3%	-2%	5%	-5%	0.9%
69	CC(C)Oc1ccccc1C1CC(=O)Nc2cc3c(cc21)OCCO3 (stereo unspecified)	13%	7%	7%	3%	0.3%
70	Cc1cccc(NC(=O)CNC(=O)N2CC(=O)Nc3ccccc32)c1C	-2%	-19%	4%	6%	1.3%
71	COc1ccc(/C=C/C(=O)O)cc1S(=O)(=O)NCc1cccnc1	-6%	-1%	-4%	8%	2.8%
72	O=C(COC(=O)c1cnccn1)NC(=O)c1ccccc1	-5%	-1%	-6%	1%	2.2%
73	Cc1onc(-c2ccccc2Cl)c1C(=O)NCC1CCCO1 (stereo unspecified)	46%	5%	-3%	-4%	0.0%
74	COC(=O)C1=C(C)N(CCCC(=O)O)C(=O)NC1c1ccc([N+](=O)[O-])cc1 (stereo unspecified)	-6%	-5%	1%	-3%	i
75	COc1ccccc1/C=C1\SC(=S)N(NS(=O)(=O)c2ccc(C)cc2)C1=O	31%	-4%	13%	-10%	0.8%

# Other structures follow:
No.	smiles	M. tuberculosis	H1N1 NS1A inhibition	M. tuberculosis HTS	Salmonella PhoP GFP	VEEV TC-83 Vero
76	COc1ccccc1C(=O)Nc1nc2cc3c(cc2s1)OCO3	-16%	-4%	18%	-5%	1.2%
77	O=[N+]([O-])c1ccc(S(=O)(=O)Nc2ccncc2)cc1	17%	-9%	7%	-7%	0.3%
78	O=C(COc1ccccc1)Nc1nc(-c2ccncc2)cs1	14%	9%	-10%	-8%	1.0%
79	CN(CC(=O)Nc1ccccc1C(=O)Nc1ccccc1)C1CCCCC1	16%	-10%	3%	nt	2.9%
80	Cc1sc2ncnc(NCC(C)(C)N3CCOCC3)c2c1C	-9%	-4%	-1%	-2%	i
81	O=C1c2ccccc2-c2c1nc1c([n+]2[O-])CCCC1	-12%	-19%	-5%	0%	1.7%
82	Cc1c(C#N)c(NC(=O)c2cccc(Cl)c2)n(Cc2ccccc2)c1C	2%	-3%	8%	-3%	i
83	C=CCOC(=O)C1=C[C@@H](c2csc3ccccc23)[C@H](CCCO)[C@@H](OCC)O1	7%	-10%	15%	-5%	4.5%
84	Cc1cc(C)nc(Sc2nc(Cl)nc(N(c3ccccc3)c3ccccc3)n2)n1	41%	0%	-1%	-4%	5.6%
85	COc1ccc(CCN(C)C(=S)Nc2cccc(C)c2)cc1OC	-1%	-1%	2%	9%	1.0%
86	O=C(Nc1sccc1C(=O)NCc1ccco1)c1cccnc1	15%	20%	14%	-1%	1.9%
87	O=C1OC(N2CCN(Cc3ccccc3)CC2)c2ccccc21 (stereo unspecified)	3%	2%	4%	2%	1.2%

# Bioassay records (PubChem)
